Jurkat NFkB inh – lowers PMA/ionomycin-induced NF-kB signal in Jurkat cells | PMA/ionomycin-induced NF-kB luciferase reporter, luminescence | inhibition, % at 4 µM | hit rate 0.53% among 330,000
697 NFkB inh – inhibitors of the PMA/ionomycin-induced NF-kB reporter in 697 B cells. inhibition, % at 4 µM. 697 B-cell NF-kB luciferase reporter, 16 h. hit rate 0.33% among 330,000; in the data active means inhibition above about 35%
Gli-Sufu block – antagonists of Gli-Sufu signaling. Sufu-KO-LIGHT fibroblasts, Gli luciferase reporter luminescence. inhibition, % at 5 µM. hit rate 0.74% among 340,000. AID 588413;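 active means inhibition above about 55%, limit read from the data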;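 further: 0% = DMSO-treated cells and 100% = wells with medium but no cells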
Apaf1 inhib – blocks human Apaf-1 apoptosome activity; O14727; AID 489030; hit rate 0.71% among 330,000; reconstituted apoptosome caspase-3 activity, DEVD-Rh110 fluorescence; inhibition, % at 20 µM; active means inhibition of at least 40% at 20 µM;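 further: plate controls were DMSO wells for no effect and DEVD-CHO caspase inhibitor wells for full effect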
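Material: biochemical Apaf-1 apoptosome reconstitution. Medium: Hepes buffer, pH 7.5. Also added: cytochrome c activation, bis-DEVD rhodamine 110 substrate. Timing: 30 min compound preincubation, 50 min activation, room temperature. Measured by: rhodamine 110 fluorescence at Ex 480/Em 540 nm.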
SENP7 block – inhibitors of human SENP7 protease; recombinant SENP7, Z-RLRGG-aminoluciferin luminescence, 40 min; Q9BQF6; hit rate 1.5% among 330,000; inhibition, % at 5 µM;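 active means inhibition above about 50% at the single test dose, limit read from the data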;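 further: plate controls were DMSO with enzyme for no effect and no enzyme buffer wells for full effect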
Target sequence (Q9BQF6 706-1050 limits assumed): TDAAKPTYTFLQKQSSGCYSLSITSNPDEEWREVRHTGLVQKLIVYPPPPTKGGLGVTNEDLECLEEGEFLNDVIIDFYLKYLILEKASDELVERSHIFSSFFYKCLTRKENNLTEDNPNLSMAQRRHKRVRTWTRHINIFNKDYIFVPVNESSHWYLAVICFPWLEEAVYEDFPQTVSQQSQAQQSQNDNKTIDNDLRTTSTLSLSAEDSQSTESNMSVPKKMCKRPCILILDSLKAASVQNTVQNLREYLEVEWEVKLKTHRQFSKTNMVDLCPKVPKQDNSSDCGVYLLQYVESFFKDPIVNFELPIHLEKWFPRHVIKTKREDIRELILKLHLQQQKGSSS
SENP8 inh – blocks the human protease SENP8. hit rate 1.2% among 330,000. inhibition, % at 10 µM. AID 2540. purified SENP8, Z-RLRGG-aminoluciferin cleavage, luminescence
Target sequence (Q96LD8 whole entry, looked up): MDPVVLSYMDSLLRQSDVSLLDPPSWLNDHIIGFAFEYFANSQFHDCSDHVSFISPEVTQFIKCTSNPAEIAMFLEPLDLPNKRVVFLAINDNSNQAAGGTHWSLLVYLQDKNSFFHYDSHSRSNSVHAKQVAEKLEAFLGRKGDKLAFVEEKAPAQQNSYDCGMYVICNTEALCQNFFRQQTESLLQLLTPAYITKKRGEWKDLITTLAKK
HKDC1 inhibitor – blocks human hexokinase HKDC1 activity | Q2TB90 | recombinant HKDC1, G6PDH/diaphorase resazurin coupled fluorescence | inhibition, % at 20 µM | hit rate 0.16% among 340,000 | AID 493160;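 active means inhibition above about 35% when tested at 20 µM, limit read from the data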;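 further: plate controls were DMSO wells with enzyme for no effect and DMSO wells lacking enzyme for full effect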
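Assay system: in-house recombinant HK5 (HKDC1) enzyme. Input: HKDC1 at 5 µg/mL. Medium: Tris pH 8.0 buffer with MgCl2, Tween-20, BSA, BME. Dosing: single 20 µM dose. Schedule: 90 min reaction incubation at room temperature, dark. Signal: resazurin-to-resorufin fluorescence via G6PDH and diaphorase coupling, 525/613 nm. Controls: DMSO-enzyme wells negative, buffer-substituted wells positive.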
UBC13 polyUb – human UBC13 polyubiquitination inhibition. UBC13 polyubiquitin chain formation, TR-FRET. P61088. AID 485273. hit rate 0.47% among 330,000. inhibition, % at 20 µM; in the data active means inhibition above about 45%, passing the limit was not always enough
Target sequence (P61088 whole entry, looked up): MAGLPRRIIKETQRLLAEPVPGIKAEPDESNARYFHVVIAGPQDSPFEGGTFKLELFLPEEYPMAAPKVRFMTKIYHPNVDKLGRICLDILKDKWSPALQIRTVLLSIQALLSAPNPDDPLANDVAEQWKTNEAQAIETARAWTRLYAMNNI
* marks the source's active call; other numbers are inactive results; . = no result given. Unless noted, no stated cut-off is given here; in the data, active means inhibition above about 50%; inactive means the rest. Outcome played no part in choosing rows. About 3.6% of those tested had a hit in this group.

Each structure is followed by: UBC13 polyUb | HKDC1 inhibitor | 697 NFkB inh | SENP8 inh | Gli-Sufu block | Jurkat NFkB inh | Apaf1 inhib | SENP7 block
CC(=O)Nc1c2c(nn1-c1cccc(Cl)c1)CS(=O)(=O)C2
  1 | -3 | 4 | 10 | 4 | 10 | -6 | -1
Cn1ccnc1SCC(=O)Nc1cccc(C(F)(F)F)c1
  2 | -11 | -13 | -26 | -18 | -13 | 6 | 9
C=CC[C@H](CC(=O)N(CCO)Cc1ccccc1)C(=O)N[C@H](COC(=O)[C@H](CC=C)CC(=O)OC(C)(C)C)Cc1c[nH]c2ccccc12
  -9 | 0 | -11 | -11 | 0 | -5 | 25 | -8
Cc1cc(=O)n2c(sc3ccccc32)c1C#N
  2 | -2 | -10 | -15 | 4 | 0 | -8 | -7
CCN1C=CC2=C(C#N)C(N)C(C#N)(C#N)C(c3ccccc3C(F)(F)F)C2C1 (configuration not stated)
  -71 | 2 | 7 | 5 | 23 | -1 | 4 | 1
C[C@]12C=CC(=O)C=C1CC[C@@H]1[C@@H]2[C@@H](O)C[C@@]2(C)[C@H]1CC[C@]2(O)C(=O)COC(=O)CCC(=O)NCCc1ccc(O)cc1
  4 | -2 | 3 | 6 | 7 | 2 | 5 | 0
CCOC(=O)Cn1nc2sc3ccccc3n2c(=O)c1=O
  6 | -6 | 8 | -5 | -14 | -1 | -9 | 5
CNC(=O)c1sc(NCc2ccccc2OC)nc1C
  8 | -4 | 14 | 0 | 14 | 5 | 1 | 7
O=C(CCS(=O)(=O)c1cccc2nonc12)Nc1cccc2c1CCCC2
  10 | -2 | -12 | -6 | 3 | 15 | 8 | 0
Cc1nn(Cc2ccc(Cl)cc2Cl)c(C)c1NC(=O)c1ccc(COc2cc(Cl)ccc2Cl)o1
  -12 | -2 | 5 | -4 | 9 | 12 | 13 | -1
COCCCNC(=O)Cn1c(=O)n(Cc2ccc(C(=O)NCCc3ccc(OC)c(OC)c3)cc2)c(=O)c2ccccc21
  10 | -11 | 9 | -1 | 0 | -12 | 5 | 3
COCCNC(=S)Nc1cc2oc3ccccc3c2cc1OC
  15 | -3 | -3 | 1 | 10 | -17 | -1 | -6
CCCCCn1c(CN2CCN(c3cccc(Cl)c3)CC2)nc2c1c(=O)[nH]c(=O)n2C
  6 | 2 | -7 | -3 | 16 | 3 | 9 | 5
O=C(c1ccc(S(=O)(=O)N2CCCCC2)cc1)N1CCc2ccccc2C1
  16 | 3 | 3 | 7 | -36 | 3 | 5 | 4
O=C(Nc1ccc(Br)cc1)C1CCC(=O)N1Cc1ccccc1Cl (configuration not stated)
  -3 | -4 | -3 | -1 | -2 | 16 | 4 | 3
CC1CCN(C(=O)Cn2cc([N+](=O)[O-])ccc2=O)c2ccccc2S1 (configuration not stated)
  4 | -10 | 14 | -2 | 10 | 5 | -1 | 3
O=c1cc(O)n(-c2ccccc2)c(=S)[nH]1
  6 | -4 | -26 | 1 | -8 | -11 | 3 | -4
COc1ccc(-c2cc(NC(=O)c3cncn3-c3ccccc3)ccc2OC)cc1
  -3 | 4 | 4 | 0 | 3 | -7 | 13 | -2
C=C1CCN([C@@H](C)C(=O)NCc2cc(OC)c(OC)c(OC)c2)S(=O)(=O)c2ccccc21
  0 | -3 | 10 | -2 | -5 | 11 | -1 | 4
COc1cccc(C(=O)Nc2cccc(-c3nc4ncccc4o3)c2C)c1
  6 | -7 | 10 | 1 | 2 | 14 | -3 | 0
Cc1cc(C)n(-c2nnc(NCc3ccc(Cl)cc3)nn2)n1
  -26 | 4 | 13 | 6 | 1 | 17 | 4 | -6
Cc1ccc(C)c(S(=O)(=O)N/N=C/c2cccnc2)c1
  -2 | -12 | 15 | -5 | 5 | 6 | -8 | 6
N#C/C(=C\c1ccco1)Sc1nc2ccccc2s1
  1 | 7 | 10 | -7 | 2 | -8 | 10 | -2
CCCOc1ccccc1N/C(=N/c1nc(C)cc(C)n1)NC(=O)COc1ccc(OC)cc1
  1 | 10 | 10 | -2 | 67* | 6 | 16 | -10
NC(=O)CC(NC(=O)c1ccccc1)c1ccc(N2CCCCCCC2)c([N+](=O)[O-])c1 (configuration not stated)
  -15 | -1 | -4 | 4 | 36 | 4 | 11 | 9
CCOC(=O)N1CCC(n2c(SCC(=O)NCc3ccccc3)nc3ccccc3c2=O)CC1
  -11 | -9 | -130 | 2 | 22 | -9 | 21 | 7
COCCOC(=O)CC1=NC(=O)CS1
  -4 | -10 | -8 | -15 | -1 | -1 | 12 | -11
COc1ccc(/C=C2\SC(=S)N(NC(=O)c3ccncc3)C2=O)cc1OC
  -17 | . | 2 | 8 | . | 4 | 2 | 10
O=C(NNC(=O)c1cc(-c2ccccc2)n(-c2ccccc2)n1)c1cccc([N+](=O)[O-])c1
  8 | 15 | 2 | -7 | -4 | 8 | 7 | 0
O=C(c1ccccc1)c1nccc2ccccc12
  14 | 8 | 11 | -3 | 2 | 1 | 2 | 2

Some of these compounds in order of the SENP7 block value, rising:
Structure	SENP7 block
CC1CCN(C(=O)Cn2cc([N+](=O)[O-])ccc2=O)c2ccccc2S1 (configuration not stated)	3
O=C(c1ccc(S(=O)(=O)N2CCCCC2)cc1)N1CCc2ccccc2C1	4
CCOC(=O)Cn1nc2sc3ccccc3n2c(=O)c1=O	5

The results go on.
Each structure is followed by: UBC13 polyUb | HKDC1 inhibitor | 697 NFkB inh | SENP8 inh | Gli-Sufu block | Jurkat NFkB inh | Apaf1 inhib | SENP7 block
COCC(=O)NC1CCN(S(=O)(=O)c2ccc(C(=O)O)cc2)CC1
  -2 | 2 | 14 | -1 | 1 | 5 | -2 | 3
COC(=O)c1c(NC(=O)C(C)C)sc(C(=O)N2CCOCC2)c1C
  -2 | -3 | 9 | 1 | 0 | 19 | -2 | 6
CCOC(=O)c1[nH]c2ccc(OC)cc2c1N=CN(C)C
  4 | -2 | 3 | 3 | -16 | 9 | 7 | 2
COc1ccc(/C=C(\NC(=O)c2ccco2)C(=O)N2CCOCC2)cc1
  -3 | -6 | -8 | -3 | -6 | 19 | -1 | -4
CC1(C)C(=O)C2(CCCCC2)C(=O)OC1C(=O)c1ccccc1 (configuration not stated)
  3 | 5 | -3 | 0 | -1 | -6 | 7 | -2
CN(C)CCC=C1c2ccccc2CCc2ccccc21
  12 | -6 | 4 | -3 | 12 | -8 | 7 | 3
COc1cc([N+](=O)[O-])ccc1NC(=O)COC(=O)CCOc1ccc(C)cc1
  4 | 3 | 18 | 1 | 1 | 11 | -11 | -1
COCCn1c(N)c(Sc2ccc(C)cc2)c(=O)[nH]c1=O
  -5 | -8 | 7 | -5 | -18 | 2 | 5 | -7
CCCC(C)C(=O)Nc1cc([N+](=O)[O-])ccc1F (configuration not stated)
  0 | -4 | 2 | 6 | 0 | 6 | 9 | 0
O=C(CSc1ccc2ccccc2c1)NC1CCCc2ccccc21 (configuration not stated)
  -1 | -7 | -3 | 3 | -3 | 1 | 17 | 9
CN1CCN(c2nc(C(N)=O)cc(-c3ccccc3)n2)CC1
  -1 | 2 | -34 | -11 | 10 | -4 | 11 | -10
C=CCOc1ccc(C=Nc2ccc(Cl)cc2)c(O)c1
  4 | -2 | 28 | -4 | -4 | 7 | -1 | 3
CC(=O)Nc1ccc(N2CCCCC2)c(C(=O)Nc2cccc(C)c2)c1
  18 | 0 | -11 | -1 | 8 | 13 | 5 | 3
O=C(CC1C(=O)NCCN1C/C=C/c1ccccc1)NCCCC1CCCC1 (configuration not stated)
  2 | -7 | -10 | -14 | 6 | -21 | 28 | -11
CCN1C(=O)CC(Sc2ccccc2N)C1=O (configuration not stated)
  3 | 1 | 6 | 0 | 1 | 6 | -9 | -1
CC1(C)CC(=O)C=C(N2CCOCC2)C1
  1 | -8 | 8 | -2 | -5 | 0 | 5 | 1
Cc1cccc(N2CN(Cc3cccnc3)CNC2=S)c1
  0 | -8 | 9 | -5 | -1 | 0 | -8 | 5
COc1ccc(CNC(=O)c2cc(-c3ccc(OC)c(OC)c3)on2)cc1
  0 | 9 | -3 | 5 | 0 | 1 | -3 | 8
CC(C)c1ccc(C(=O)CSc2n[nH]c(-c3ccncc3)n2)cc1
  -1 | 6 | -33 | 4 | -5 | -11 | 9 | -5
Nc1nc(C(=O)N2CCOCC2)nn1S(=O)(=O)c1ccccc1
  0 | 0 | 14 | 5 | 4 | -4 | 3 | 4
COC(=O)c1nnn(CC(=O)Nc2cc(Cl)ccc2C)c1C(=O)OC
  3 | -2 | -6 | -3 | -22 | -3 | -6 | -3
Cc1nn(C)c(C(=O)N2CCOCC2)c1Cl
  7 | 16 | 19 | 3 | -8 | 6 | -5 | -4
COc1ccc2oc(=N)c(C(=O)Nc3ccccc3)cc2c1
  -10 | -3 | -172 | 45 | 5 | -122 | 25 | 72*
CSCC[C@H](NC(=O)CCCn1nnc2ccccc2c1=O)C(=O)O
  -6 | -2 | 19 | 1 | 0 | -8 | -6 | 11
COc1ccc(NC(=S)NCCc2c[nH]c3ccccc23)c(OC)c1
  7 | -10 | 8 | 5 | 6 | -3 | 5 | 3
Cn1c(-c2ccc(Cl)cc2)cnc1N
  -17 | 2 | -18 | -6 | -4 | 5 | 9 | -12
Cc1ccc(NC(=O)COC(=O)C2CC3C=CC2C3)cc1S(=O)(=O)N1CCCCC1 (configuration not stated)
  -5 | 22 | -21 | -6 | -5 | 7 | 19 | 2
CCOC(=O)C(=CNc1cc(C)nn1-c1ccc(Cl)cc1)C(=O)OCC
  -3 | 8 | 2 | -9 | 5 | 6 | 9 | -6
CN(C)N(C(=O)c1cc(-c2cccs2)nn1-c1ccccc1)C1CCS(=O)(=O)C1 (configuration not stated)
  7 | -6 | -5 | -7 | -2 | -27 | 12 | -7

Reformatted: 4 of the compounds above
COc1ccc(/C=C(\NC(=O)c2ccco2)C(=O)N2CCOCC2)cc1
  UBC13 polyUb = -3	HKDC1 inhibitor = -6	697 NFkB inh = -8	SENP8 inh = -3	Gli-Sufu block = -6	Jurkat NFkB inh = 19	Apaf1 inhib = -1	SENP7 block = -4

O=C(CC1C(=O)NCCN1C/C=C/c1ccccc1)NCCCC1CCCC1 (configuration not stated)
  UBC13 polyUb = 2	HKDC1 inhibitor = -7	697 NFkB inh = -10	SENP8 inh = -14	Gli-Sufu block = 6	Jurkat NFkB inh = -21	Apaf1 inhib = 28	SENP7 block = -11

CN1CCN(c2nc(C(N)=O)cc(-c3ccccc3)n2)CC1
  UBC13 polyUb = -1	HKDC1 inhibitor = 2	697 NFkB inh = -34	SENP8 inh = -11	Gli-Sufu block = 10	Jurkat NFkB inh = -4	Apaf1 inhib = 11	SENP7 block = -10

Cc1nn(C)c(C(=O)N2CCOCC2)c1Cl
  UBC13 polyUb = 7	HKDC1 inhibitor = 16	697 NFkB inh = 19	SENP8 inh = 3	Gli-Sufu block = -8	Jurkat NFkB inh = 6	Apaf1 inhib = -5	SENP7 block = -4

Source: PubChem (Sanford-Burnham Center for Chemical Genomics)
